Compound activity (PubChem BioAssay)
CFTR F508del cor = correctors of CFTR F508del function in bronchial epithelial cells | CFBE cells, YFP halide quenching; stimulated with forskolin plus potentiator P3; % fluorescence drop versus neutral controls | activity (quench increase), % at 7.58 µM | 0.36% of 350,000 active;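 active means mean added fluorescence quench of at least 8% versus neutral control, with both replicates also reaching 8%; inconclusive means only one of the mean or replicate conditions met; inactive means mean below 8% and not both replicates reaching 8%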;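 further: cells transiently co-express mutant CFTR-F508del with the halide-sensitive YFP; corrector assay measuring rescue of mutant channel to the surface after 24 h compound exposure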
DENV2 CPE = protects cells from dengue virus 2 cytopathic effect. DENV2-infected cells, cytopathic effect rescue, plate reader. CPE inhibition, % at 9.99 µM. 1.7% of 350,000 active; in the data active means CPE inhibition above about 20%, passing the limit was not always enough; inconclusive means no clear call, values can overlap the other calls; tested in BHK-21 cells;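 further: 0% = median of neutral control wells and 100% = median of positive control wells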
SIRT5 block = inhibitors of human sirtuin-5 desuccinylase; Q9NXA8; Purified SirT5, succinyl-peptide AMC, trypsin-coupled fluorescence; inhibition, % at 15 µM; 1.1% of 330,000 active; in the data active means inhibition above about 15%; inconclusive means no clear call, values can overlap the other calls
miR-122 sensor = inhibitors of miR-122 in Huh7 cells. 0.3% of 340,000 active. AID 602342. Huh7 miR-122 Renilla luciferase sensor, 48 h; neutral wells = 0, positive control = 100. activation (reporter increase), % at 12.5 µM;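 active means mean replicate activation score at least 90 and every replicate individually at or above 90; inconclusive means only one of the two criteria met; inactive means neither criterion met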;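 further: higher luciferase means less miR-122 activity so hits act as miR-122 inhibitors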
Casp6 inh = blocks human caspase-6 cleavage activity; P55212; purified caspase-6, Z-VEID-R110 cleavage fluorescence; inhibition, % at 12.5 µM; 0.53% of 350,000 active;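 active means mean inhibition across replicates at least about 35%, with every replicate also reaching that limit, limit read from the data; inconclusive means only one of the two criteria met; inactive means neither criterion met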;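 further: 0% = median of neutral control wells and 100% = no fluorescence left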
ERp5 block = blocks human ERp5 reductase activity on insulin; 0.05% of 350,000 active; inhibition, % at 9.99 µM; ERp5 insulin aggregation, absorbance 650 nm, 90 min;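 active means mean replicate inhibition above about 25%, with every replicate also reaching it, limit read from the data, passing the limit was not always enough; inconclusive means only one of those two criteria met; inactive means neither criterion met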
ERAP1 inh = blocks human ERAP1 aminopeptidase activity; Q9NZ08; recombinant ERAP1, Leu-AMC fluorescence, 60 min; inhibition, % at 10.7 µM; 0.15% of 340,000 active;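 active means mean replicate inhibition of at least 30%, or all replicates individually reaching that 30% level; inactive means mean below 30% and not every replicate reaching it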;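 further: 0% = neutral control wells and 100% = L-leucinethiol positive control wells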
Target sequence (Q9NZ08 whole entry, looked up): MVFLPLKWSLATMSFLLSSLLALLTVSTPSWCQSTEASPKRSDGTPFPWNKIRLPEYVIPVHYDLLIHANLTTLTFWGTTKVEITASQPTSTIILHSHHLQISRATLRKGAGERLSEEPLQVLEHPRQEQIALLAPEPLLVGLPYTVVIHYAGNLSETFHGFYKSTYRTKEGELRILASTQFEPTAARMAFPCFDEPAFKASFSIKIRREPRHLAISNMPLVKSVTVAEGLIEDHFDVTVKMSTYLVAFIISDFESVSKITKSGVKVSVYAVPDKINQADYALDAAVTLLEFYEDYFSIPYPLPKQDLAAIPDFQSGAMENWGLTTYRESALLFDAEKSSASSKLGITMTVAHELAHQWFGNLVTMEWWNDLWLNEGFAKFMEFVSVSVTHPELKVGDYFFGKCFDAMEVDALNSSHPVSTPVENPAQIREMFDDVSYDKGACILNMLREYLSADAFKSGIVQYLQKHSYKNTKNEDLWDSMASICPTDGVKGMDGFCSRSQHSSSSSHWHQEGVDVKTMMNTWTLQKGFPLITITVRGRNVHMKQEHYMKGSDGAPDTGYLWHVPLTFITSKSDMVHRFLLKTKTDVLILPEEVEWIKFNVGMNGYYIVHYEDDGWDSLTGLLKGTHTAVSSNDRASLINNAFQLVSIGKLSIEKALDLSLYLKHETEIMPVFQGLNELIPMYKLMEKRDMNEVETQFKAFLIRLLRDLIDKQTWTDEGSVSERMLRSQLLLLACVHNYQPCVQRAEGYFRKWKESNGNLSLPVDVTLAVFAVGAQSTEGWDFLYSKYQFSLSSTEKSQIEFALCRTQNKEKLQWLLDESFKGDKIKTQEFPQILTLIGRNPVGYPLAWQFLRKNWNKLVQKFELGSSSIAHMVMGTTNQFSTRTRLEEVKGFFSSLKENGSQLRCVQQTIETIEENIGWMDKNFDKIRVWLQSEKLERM
The depositor's hits bear a star; ? = inconclusive; nt = no result given; [ ] = remark or other dose.

ERAP1 inh	ERp5 block	CFTR F508del cor	SIRT5 block	miR-122 sensor	Casp6 inh	DENV2 CPE	canonical_smiles
0	-1	-1.6	11	nt	-3	16	COc1ccc(NC(=O)c2nn(C34CC5CC(CC(C5)C3)C4)cc2[N+](=O)[O-])cc1
1	-4	3.0	0	-4	-2	13	CCCn1c(N2CCN(C(=O)Nc3ccc(Cl)cc3)CC2)nc2ccccc21
2	1	-2.2	0	-1[16.7 µM]	3	-7	O=C(Nc1ccccc1)N1CCCCN2[C@H](CO)[C@H](c3ccc(C#Cc4cccnc4)cc3)[C@H]2C1
0	-2	-1.6	nt	-9	-2	-2	O=C(Nc1ccc(OC(F)(F)F)cc1)N1CCc2nc(NCc3cccc(Oc4ccccc4)c3)ncc2C1
1	1	0.2	nt	-3	-4	2	O=C1NC2CCCCC2C(=O)N1OS(=O)(=O)c1ccccc1 (stereo not drawn)
-6	-4	-2.1	-1	nt	4	4	CCN(C(=O)c1cc2c(=O)n3cccc(C)c3nc2s1)C1CCCCC1
4	-12	0.1	-4	0	-1	-4	N#C/C(=C\c1ccc(F)cc1)C(=O)NC1CCS(=O)(=O)C1 (stereo not drawn)
-2	-4	1.0	1	2	0	-4	Cc1cccn2c(CNCCSc3nccn3C)c(C(=O)N3CCCCC3)nc12
-1	-3	-0.4	-1	-4	1	-5	CS(=O)(=O)c1ccc([C@@H](O)[C@@H](CF)NC(=O)C(Cl)Cl)cc1
0	-4	-2.7	-6	nt	2	-5	Cc1ccc(OCCC(=O)OCC(=O)N2CCN(S(=O)(=O)c3ccc(Cl)cc3)CC2)cc1
-2	3	0.2	-1	7	-4	-4	O=C(Nc1cc(Cl)cc(Cl)c1)C(NCC1CCCO1)c1ccccc1 (stereo not drawn)
5	2	0.2	3	6	7	-2	Cc1cccc(-c2n[nH]c(=S)n2/N=C/C=C/c2ccco2)c1

3 compounds out of the list above, ordered by their value in DENV2 CPE, high to low:
ERAP1 inh	ERp5 block	CFTR F508del cor	SIRT5 block	miR-122 sensor	Casp6 inh	DENV2 CPE	canonical_smiles
1	-4	3.0	0	-4	-2	13	CCCn1c(N2CCN(C(=O)Nc3ccc(Cl)cc3)CC2)nc2ccccc21
1	1	0.2	nt	-3	-4	2	O=C1NC2CCCCC2C(=O)N1OS(=O)(=O)c1ccccc1 (stereo not drawn)
0	-4	-2.7	-6	nt	2	-5	Cc1ccc(OCCC(=O)OCC(=O)N2CCN(S(=O)(=O)c3ccc(Cl)cc3)CC2)cc1

Next part:
ERAP1 inh	ERp5 block	CFTR F508del cor	SIRT5 block	miR-122 sensor	Casp6 inh	DENV2 CPE	canonical_smiles
1	-3	-1.6	-4	1[16.7 µM]	-1	-4	COc1cccc(C#Cc2ccc3c(c2)O[C@H](CN(C)C(=O)CN2CCOCC2)[C@H](C)CN([C@H](C)CO)S3(=O)=O)c1
1	0	-0.1	-1	0[16.7 µM]	1	12	C[C@H](CO)N1C[C@H](C)[C@@H](CN(C)C)Oc2ccc(NC(=O)NC3CCCCC3)cc2CC1=O
-2	6	-1.5	2	-1	1	0	O=C(O)Cn1nc(-c2ccccc2)ccc1=O
-1	0	3.9	-2	-2	3	-10	Cc1cccc(C(=O)O/N=C(/c2ccccc2)c2ccncc2)c1
3	-2	-1.6	0	-2	2	7	COc1ccccc1CNC(=O)C(=O)c1cn(CC(=O)N2CCOCC2)c2ccccc12
0	1	-1.3	nt	-3	-4	-3	COCCN(Cc1cn(C)nc1-c1ccc(Oc2ccccc2)cc1)C(C)C
1	-2	2.3	-4	nt	-3	-8	CO[C@H]1CN(C)C(=O)c2cc(NC(=O)CC(F)(F)F)ccc2OC[C@@H](C)NC[C@@H]1C
3	7	6.0	-3	-19	-7	0	Cc1cc(OCC(O)CN2CCN(C)CC2)ccc1C(C)C (stereo not drawn)
0	5	-0.6	2	9	2	9	CN(C)S(=O)(=O)c1ccc(NC(=S)NC(=O)C2CCC2)cc1
3	6	1.6	-3	3	4	-2	CCN(C(=O)C1CCCN1S(=O)(=O)c1ccc2c(c1)n(C)c(=O)c(=O)n2C)c1ccccc1 (stereo not drawn)
-2	4	-5.7	-2	-6	-3	10	CN(c1ccccc1)S(=O)(=O)c1ccc(Cl)c(C(=O)Nc2ccccc2N2CCOCC2)c1
1	2	1.5	0	-13	-2	-1	Cc1nn(C)c(Cl)c1CN1CCN(CC(C)C)C(CCO)C1 (stereo not drawn)
-1	-4	0.3	-2	nt	3	7	COc1ccccc1-c1nc(SCC(=O)Nc2ccccc2)n[nH]1
-3	0	1.0	0	6	2	-3	COc1cccc(CNC(=O)Cn2cc3c(n2)CCCCC3)c1
-1	-2	-0.4	2	1	-5	-1	CCc1nc2ccc(C(=O)NCCCn3ccnc3)cn2c1N(C)Cc1nccs1
5	0	-0.1	-2	nt	3	1	COC(=O)/C=C1\SC(=Nc2ccc(OC)cc2)NC1=O
2	1	0.1	-3	-1[16.7 µM]	-1	-5	C[C@@H]1CN([C@@H](C)CO)C(=O)c2cccc(NC(=O)C3CC3)c2O[C@@H]1CN(C)S(=O)(=O)c1ccccc1
0	-2	4.9	-1	-2[16.7 µM]	1	-5	O=C(Cc1ccccn1)N[C@@H]1CC[C@H](CCNC(=O)c2cc(Cl)cc(Cl)c2)O[C@@H]1CO
1	-4	-1.0	3	4	1	3	CC12CC3CC(C)(C1)CC(C(=O)NC(=S)N1CCCCC1)(C3)C2
nt	nt	0.6	nt	6[16.7 µM]	nt	-4	O=C(C[C@H]1C[C@@H]2c3cc(NS(=O)(=O)c4ccc(F)cc4)ccc3O[C@@H]2[C@H](CO)O1)NCC1CC1
14	2	-1.0	-10	nt	0	0	CC(=O)Nc1ccc(NC(=O)/C=C/c2ccc3c(c2)OCO3)cc1
-5	1	1.1	-2	-2	-1	2	CCc1nnc2c(NCCc3ccccc3)nc3ccccc3n12
4	4	13*	-4	nt	0	-7	COCC(=O)N1CC2(CCN(Cc3ccccc3)CC2)c2c([nH]c3cc(OC)ccc23)[C@H]1CO
0	4	1.5	8	2	-3	13	O=C(Nc1ccc(S(=O)(=O)NCC2CCCO2)cc1)c1cnccn1 (stereo not drawn)
2	8	0.4	-2	nt	0	19	Cc1ccccc1-c1ccc([C@H]2[C@@H](CO)N3C(=O)CN(C(=O)c4ccccc4)C[C@@H]23)cc1
0	1	-1.8	1	1	-4	-1	Cc1ccc(S(=O)(=O)N(C)Cc2cc3cc(C)ccc3[nH]c2=O)cc1
2	-4	-0.4	-1	nt	-1	2	O=C(CN1CCN(Cc2ccccc2Cl)CC1)N/N=C/c1ccccn1
-1	3	-0.5	-24	nt	-2	-2	Cc1nc2c(cc1N)nc(C)n2Cc1ccccc1
-1	2	-4.3	-8	-3	-2	5	CCc1ccc(N(CC(=O)NC(C)C)C(=O)CCC(=O)Nc2ccccn2)cc1
2	2	0.7	-7	-7	-83	2	CCC1CCCCN1CCCNC(=O)c1ccc2c(c1)c(C)c(C)n2C (stereo not drawn)
-4	2	0.8	-4	nt	2	3	COc1cccc(NC(=O)Nc2ccc3c(c2)C(=O)N(C)C[C@@H](OC)[C@@H](C)CN(C)[C@@H](C)CO3)c1
-1	1	-0.1	2	nt	-2	-9	CC(C)(C)NC(=O)NC(=O)COC(=O)CNC(=O)C1CCCCC1
-2	-11	-2.1	nt	-9	2	0	O=C(c1ccc2ccccc2n1)N1CCN(S(=O)(=O)c2ccc(Cl)cc2)CC1
1	nt	3.5	13	nt	-6	12	C/C=C/c1ccc2c(c1)O[C@@H](CN(C)Cc1cccc(F)c1)[C@@H](C)CN([C@H](C)CO)S2(=O)=O
0	-3	1.7	nt	nt	nt	?	CCS(=O)(=O)N1CCC2(CC1)CN(S(=O)(=O)c1ccccc1)[C@H](CO)c1c2c2ccc(OC)cc2n1C
-1	-1	-0.5	nt	nt	-2	2	Cc1cc(NC(=O)c2cccs2)ncc1NC(=O)C(C)(C)C
-1	0	1.2	2	-3	1	?	Cc1cccc(CCNC(=O)c2cc(S(=O)(=O)N3CCCCC3)c[nH]2)c1
-2	-1	0.5	1	-6	2	12	NC(=O)c1ccsc1NC(=O)CCc1ccccc1
4	3	-1.3	1	nt	-5	2	COCC(=O)N1CC2(C1)CN(Cc1ccccn1)[C@@H](CO)c1[nH]c3cc(OC)ccc3c12
-3	2	2.6	4	-5	-2	?	CCCCN(C(=O)c1ccc(-c2ccc([N+](=O)[O-])cc2)o1)c1c(N)n(CCCC)c(=O)[nH]c1=O
-7	-2	-0.6	-1	-7	-2	-8	CCOC(=O)C1=NNC(C(=O)OCC)C1C(=O)OCC (stereo not drawn)
2	-5	-1.8	-7	2	3	4	O=[N+]([O-])c1ccc(N/N=C/c2cccc(O)c2O)c(S(=O)(=O)N2CCOCC2)c1
-2	-1	1.1	2	nt	0	23*	CCCNC(=O)N1[C@H](C#N)[C@@H](c2ccccc2C2=CCCC2)[C@@H]1CO
1	4	-3.0	-2	12	-1	-5	COc1cnn(-c2cccc(C)c2)c(=O)c1Cl
2	-7	1.0	1	-1	1	2	CC(=O)N/C(=C\c1ccccc1)C(=O)OCC(=O)NC1CCS(=O)(=O)C1 (stereo not drawn)
4	1	-0.3	-4	-3	-1	1	C/C(CC(=O)Nc1ccc(Cl)cc1C(F)(F)F)=N\NC(N)=S
0	1	3.3	-4	-6	-2	-6	O=C(CCc1nc2ccccc2[nH]1)Nc1ccc2c(c1)OCCO2
-3	-1	-1.8	0	-6	-2	5	CCCCCSc1nc2c(c(=O)[nH]c(=O)n2C)n1CCc1ccccc1

Printed as active in CFTR F508del cor, of those listed so far:
ERAP1 inh	ERp5 block	CFTR F508del cor	SIRT5 block	miR-122 sensor	Casp6 inh	DENV2 CPE	canonical_smiles
4	4	13*	-4	nt	0	-7	COCC(=O)N1CC2(CCN(Cc3ccccc3)CC2)c2c([nH]c3cc(OC)ccc23)[C@H]1CO

Next results follow.
ERAP1 inh	ERp5 block	CFTR F508del cor	SIRT5 block	miR-122 sensor	Casp6 inh	DENV2 CPE	canonical_smiles
0	-2	-2.8	-1	-5	0	-3	COc1ccc(OCCN(C)CC(=O)Nc2c(C)cccc2C)cc1
-1	3	-1.1	-2	17	-2	4	CCN(Cc1ccccc1)C(=O)CN1C(=O)c2ccccc2C1=O
-2	2	-0.6	-4	-2	0	nt	CC(=O)Nc1n[nH]c(-c2ccc(C)cc2)c1C
-1	nt	1.0	7	-10	0	-6	COc1ccc(CN2C(=O)c3cccnc3C2=O)cc1S(=O)(=O)N1CCOc2ccccc21
1	0	-7.5	2	nt	4	-3	CCC(C)N(C(=O)CSc1nnc(-c2ccco2)n1C)C1CCS(=O)(=O)C1 (stereo not drawn)
nt	6	3.5	1	2	-3	13	COC(=O)[C@H](C)N(Cc1ccc(Cl)c(Cl)c1)S(=O)(=O)CCN1CCCC1
0	-3	-1.6	2	nt	3	3	O=C(NCC[C@@H]1CC[C@H](NS(=O)(=O)Cc2ccccc2)[C@@H](CO)O1)C1CC1
-3	1	-1.7	19*	10	8	-3	CC1=Nc2ccc(C)cc2/C1=C/c1c(N)n2c(S(=O)(=O)C(C)C)nsc2nc1=O
0	0	1.7	8	nt	1	84*	Cn1cnc(S(=O)(=O)N[C@@H]2CC[C@H](CC(=O)NCC3CCCCC3)O[C@@H]2CO)c1
